# Source: PubChem (National Center for Advancing Translational Sciences (NCATS))
# Gal4-VP16 FLuc: VP16 counterscreen qHTS for inhibitors of ROR gamma transcriptional activity; AID 2546, 2010; Drosophila S2 Gal4-VP16 UAS-luciferase, luminescence, 20 h; 310,000 tested, 3.5% active; Potency, µM (doses to about 53.6 µM), for inactives: top-dose activity, negative = inhibition, actives largely listed as inhibitors;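 also: Gal4-VP16 expression switched on by copper sulfate through the metallothionein promoter; potency is read from the fitted curve at half-maximal effect; % is scaled to controls: 0 for no effect and ±100 for the full control effect; nearly all actives have a fitted effect of over 50% in size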
# RORgamma inh: qHTS for inhibitors of ROR gamma transcriptional activity. Potency, µM (top dose mostly 53.6 µM), inactives show at the top dose activity change, negative = inhibition, hits mostly inhibitors. 310,000 tested, 5.4% active. Drosophila S2 Gal4-RORgamma UAS-luciferase reporter, 20 h; also: potency is read from the fitted curve at half-maximal effect; % is scaled to controls: 0 for no effect and ±100 for the full control effect; nearly all actives have a fitted effect of over 60% in size
# Target sequence (P51450 whole entry, looked up, the tested form may be a part): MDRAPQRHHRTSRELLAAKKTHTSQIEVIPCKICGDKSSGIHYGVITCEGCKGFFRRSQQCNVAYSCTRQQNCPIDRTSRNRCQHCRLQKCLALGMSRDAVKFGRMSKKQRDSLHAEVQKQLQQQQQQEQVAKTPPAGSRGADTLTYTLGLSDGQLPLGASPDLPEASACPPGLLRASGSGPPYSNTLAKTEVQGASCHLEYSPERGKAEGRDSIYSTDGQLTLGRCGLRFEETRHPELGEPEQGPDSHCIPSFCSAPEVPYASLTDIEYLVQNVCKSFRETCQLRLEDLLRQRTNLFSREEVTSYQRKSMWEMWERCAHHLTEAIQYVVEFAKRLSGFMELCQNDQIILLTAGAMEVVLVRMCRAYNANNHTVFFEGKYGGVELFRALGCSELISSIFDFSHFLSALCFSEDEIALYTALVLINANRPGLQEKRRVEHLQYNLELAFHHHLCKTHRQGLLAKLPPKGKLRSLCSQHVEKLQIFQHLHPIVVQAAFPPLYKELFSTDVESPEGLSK
#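 Schneider cells (Drosophila), stable Gal4 DBD–ROR gamma + UAS-luc; 1 hr cmpd preincubation; Cu2+ induction 700 uM final; 20 hr ambient; luminescence.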
# TRPV1 agonist: HTS Assay for Compounds that Act as Agonists of the Vanilloid Receptor 1. activation, % at 8.33 µM. Transient receptor potential cation channel subfamily V member 1 (Homo sapiens), Q8NER1. AID 540275, 2011. TRPV1-expressing cells, Fluo-8 calcium influx, agonist mode. 320,000 tested, 0.19% active; in the data active = activation above about 80%; inconclusive = between about 30% and that limit; also: 0% is about no effect
#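 Fluo-8 calcium influx in TRPV1-expressing cells, kinetic read (ex 480/em 520 nm). Compound added and read 3 min for agonist activity, followed by capsaicin at EC20 final and 2 min further read for enhancement.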
# BRCA1 expr act: qHTS Assay to Identify Small Molecule Activators of BRCA1 Expression | MCF7-BRCA1-FFLuc reporter, luminescence, 48 h; response scale: scaled: vehicle 0%, 10 µM genistein 100% | Potency, µM (doses to about 46.1 µM), without a hit: top-dose activation, usual class: activators | 380,000 tested, 1.1% active | AID 624202, 2012; also: potency is read from the fitted curve at half-maximal effect; nearly all actives have a fitted effect of over 80% in size; some results filed as inactive show a strong effect at the top dose
#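 48 h compound treatment of MCF7-BRCA1-FFLuc cells (phenol-red free MEM, 37 °C), then 15 min with luciferase substrate and luminescence imaging.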
# ELG1 genotoxic: qHTS screen for small molecules that induce genotoxicity in human embryonic kidney (HEK293T) cells expressing luciferase-tagged ELG1 | HEK293T ELG1-luciferase reporter, luminescence, 16 h | Potency, µM (doses to about 46 µM), for inactives: at the highest dose activity change, positive = activation, most hits filed as activators | 330,000 tested, 1.3% active; also: potency is read from the fitted curve at half-maximal effect; % of control where 0% means no effect; nearly all actives have a fitted effect of over 60% in size
#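 Genotoxic stress is detected as increased luminescence from luciferase-tagged ELG1 in HEK293T cells, measured with ONE-Glo after a 16 hr treatment at 37 °C.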
# FLuc modulator: qHTS profiling assay for firefly luciferase inhibitor/activator using purifed enzyme and Km concentrations of substrates (counterscreen for miR-21 project); purified FLuc, Km substrates, luminescence inhibition; Potency, µM (titrated, usually from 57.5 µM), inactives show at the top dose activity change, negative = inhibition, most hits filed as inhibitors; 360,000 tested, 6.9% active;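 also: potency is read from the fitted curve at half-maximal effect; plate controls were vehicle for no effect and reference inhibitor for full effect; nearly all actives have a fitted effect of over 55% in size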
#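 Purified P. pyralis luciferase, 10 nM final, with Km-level 10 uM D-luciferin and 10 uM ATP in 50 mM Tris acetate pH 7.5, 10 mM Mg acetate, 0.01% Tween-20, 0.05% BSA; 6-point qHTS titration about 60 µM downward; luminescence read.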
# p53 reactivation: qHTS assay for re-activators of p53 using a Luc reporter | Potency, µM (doses to about 92.2 µM), for the others: at the top dose activity change, positive = activation, hits mostly activators | H1299 p53-A138V BP100-luciferase reporter, luminescence, 24 h | AID 504706, 2011 | 320,000 tested, 0.063% active; also: potency is read from the fitted curve at half-maximal effect; % of control where 0% means no effect; nearly all actives have a fitted effect of over 45% in size
#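 p53-null H1299 cells stably carrying temperature-sensitive p53-A138V and a BP100-luciferase reporter were pinned with compounds (4-point, 1:5 series) and held 24 hrs at 37 deg C. Luminescence was read 10 min after detection reagent.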
# Tb PFK inh: qHTS Assay to Find Inhibitors of T. brucei phosphofructokinase; ATP-dependent 6-phosphofructokinase (Trypanosoma brucei brucei), O15648; T. brucei PFK, ADP-Glo luminescence; Potency, µM (titrated, usually from 57.5 µM), for inactives: at the highest dose activity, negative = inhibition, usual class: inhibitors; 330,000 tested, 0.17% active; AID 485367, 2010;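 also: potency is read from the fitted curve at half-maximal effect; 0% = uninhibited 1x PFK enzyme wells and -100% = no-enzyme wells; nearly all actives have a fitted effect of over 60% in size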
# Target sequence (O15648 whole entry, looked up): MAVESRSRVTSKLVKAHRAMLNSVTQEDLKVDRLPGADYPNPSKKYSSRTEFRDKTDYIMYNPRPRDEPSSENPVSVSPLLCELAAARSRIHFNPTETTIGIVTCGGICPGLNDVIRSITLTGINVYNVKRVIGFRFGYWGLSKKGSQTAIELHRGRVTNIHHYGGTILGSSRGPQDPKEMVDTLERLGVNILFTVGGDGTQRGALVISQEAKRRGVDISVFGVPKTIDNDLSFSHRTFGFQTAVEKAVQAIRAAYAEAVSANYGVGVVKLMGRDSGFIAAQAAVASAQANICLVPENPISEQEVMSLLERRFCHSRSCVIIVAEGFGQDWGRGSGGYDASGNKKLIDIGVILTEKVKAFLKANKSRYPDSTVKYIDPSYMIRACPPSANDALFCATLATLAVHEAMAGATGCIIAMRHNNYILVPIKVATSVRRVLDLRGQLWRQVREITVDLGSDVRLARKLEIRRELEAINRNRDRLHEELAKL
#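 Activity is normalized to no-enzyme wells (full inhibition) and 1.25 nM enzyme wells (no inhibition). Reaction: 0.5 mM F6P, 0.1 mM ATP, 45 min RT, ADP-Glo luminescence; concentration-response curves fitted and classed by quality.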
# ELG1 DNA repair: qHTS screen for small molecules that inhibit ELG1-dependent DNA repair in human embryonic kidney (HEK293T) cells expressing luciferase-tagged ELG1 | Potency, µM (series often up to 46.1 µM), for inactives: at the highest dose activity change, negative = inhibition, most hits filed as inhibitors | HEK293T ELG1-luciferase reporter, luminescence, 16 h; DNA damage induced by 5-fluorouridine | AID 504467, 2011 | 330,000 tested, 2.3% active; also: potency is read from the fitted curve at half-maximal effect; % is scaled to controls: 0 for no effect and ±100 for the full control effect; nearly all actives have a fitted effect of over 55% in size
#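 Quantitative HTS, concentration-response format. 2,000 cells/well co-treated with 5-fluorouridine and compound, 16 hr in 5% CO2 at 37 °C; ONE-Glo luminescence read after 30 min.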
# NPC1 prom act: qHTS Assay for NPC1 Promoter Activators; Huh7 NPC1 promoter luciferase reporter, 24 h; Potency, µM (doses to about 9.22 µM), for the others: top-dose activation, hits mostly activators; 320,000 tested, 2.4% active; AID 485313, 2010;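 also: potency is read from the fitted curve at half-maximal effect; % of control where 0% means no effect; nearly all actives have a fitted effect of over 60% in size; reporter is driven by a mutant NPC1 promoter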
#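 Luminescence from an NPC1 promoter-driven luciferase reporter in stably transfected Huh7 cells was measured after 24 h compound treatment at 37 °C, followed by 10 min ambient incubation with luciferase detection reagent.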
# Rab9 prom act: qHTS Assay for Rab9 Promoter Activators; Huh7 Rab9 promoter-luciferase reporter, luminescence, 24 h; Potency, µM (highest dose often 9.22 µM), for the others: top-dose activation, negative = inhibition, hits mostly activators; 320,000 tested, 2.8% active; AID 485297, 2010; also: potency is read from the fitted curve at half-maximal effect; % of control where 0% means no effect; nearly all actives have a fitted effect of over 60% in size
#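 Huh7 cells stably carrying Rab9 promoter–luciferase reporter, plated 1500 cells/well, compound added after 2 h and incubated 24 h at 37 °C; luciferase luminescence then read after 10 min with detection reagent.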
# Numbers without * were called inactive; ? = inconclusive; nt = no result given; [ ] = another dose, or the depositor's remark. Unless noted, calls follow the shape of the dose curve; as a rule, active = well fitted curve in the direction sought with a large enough effect; inconclusive = small, poorly fitted or top-dose-only effect, or another doubt; inactive = no such curve, though single readings can be large; an effect the other way counts as inactive or inconclusive.
SMILES,Gal4-VP16 FLuc,RORgamma inh,TRPV1 agonist,BRCA1 expr act,ELG1 genotoxic,FLuc modulator,p53 reactivation,Tb PFK inh,ELG1 DNA repair,NPC1 prom act,Rab9 prom act
N#Cc1cc2cc3c(cc2nc1N1CCCCC1)OCCO3,-1%,18%,3,?,?,4.3µM*,16%,3%,?,?,6.3µM*
CC(C)c1ccc(S(=O)(=O)N2CCN(C(C)C(=O)NC3CCCC3)CC2)cc1 (configuration not stated),nt,nt,10,-5%,-2%,nt,2%,17%,0%,5%,-6%
CN(C(=O)COC(=O)c1cccnc1Nc1ccccc1F)C1CCS(=O)(=O)C1 (configuration not stated),2%,?,2,57%,0%,-1%,11%,-3%,?,-1%,-1%
Nc1ccc(N2CCCCC2)c2nonc12,3%,-28%,1,-20%,3%,-12%,-12%,14%,2%,-3%,7%
Cc1ccc2oc(=O)c3cc(C(=O)NCCN4CCN(C)CC4)sc3c2c1,-8%,17%,0,0%,3%,-8%,4%,-3%,-17%,-3%,-1%
O=C(Nc1cccnc1)c1cccs1,-4%,24%,3,-37%,0%,1%,2%,-8%,?,-24%,-4%
CC(=O)OCCN(CCOC(C)=O)c1c(C)[nH]c(=O)[nH]c1=O,1%,-23%,-2,-2%,4%,0%,1%,8%,1%,-2%,-5%
CCCCNC(=O)c1ccc2c(SCC(=O)O)c3c(nc2c1)CCCC3,-2%,22%,-1,-21%,2%,-11%,0%,0%,5%,0%,-5%
O=C(CSc1nc2ccc(NC(=O)C3CCCCC3)cc2s1)NCC1CCCO1 (configuration not stated),3%,21%,?,1%,-2%,17µM*,12%,-9%,13µM*,13%,18%
CC1=C(C(=O)OC(C)C)C(c2ccc(O)cc2)NC(=O)N1 (configuration not stated),9%,3%,-1,7%,3%,1%,10%,2%,?,-8%,2%
COc1ccc(C2=NOC3(CC(=O)N(c4ccc(F)cc4)C3=O)C2)cc1 (configuration not stated),-6%,11%,3,-12%,-1%,-2%,2%,2%,16%,0%,0%
Clc1ccc(Sc2cc(N3CCOCC3)nc(-c3ccccc3)n2)cc1,-9%,18%,-1,1%,1%,3%,1%,1%,-6%,0%,4%
O=C(CSc1nc2ccccc2o1)c1ccc2c(c1)OCCO2,6%,18%,-6,90%,?,8.5µM*,?,0%,?,28%,?
CCOC(=O)C(=O)/C(=C\N(C)C)c1onc(-c2c(F)cccc2Cl)c1C(=O)OC,-12%,14%,1,-11%,-2%,-1%,5%,-12%,7%,-1%,-1%
CC(C)CCn1c(Cl)nc2c1c(=O)n(C)c(=O)n2C,-4%,-11%,5,1%,-3%,14%,3%,0%,-11%,2%,-3%
CCOc1ccccc1NC(=O)NC1(C(=O)N2CCOCC2)CCCCC1,-7%,14%,0,22%,2%,0%,-8%,-2%,1%,-2%,-7%
COc1cc(CC(=O)OCC(=O)c2c[nH]c3ccccc23)cc(OC)c1OC,nt,nt,-1,-55%,-1%,?,1%,-2%,-27%,-4%,-3%
Cc1ccc(C(=O)Nc2ccc(C(=O)O)cc2)cc1S(=O)(=O)Nc1cccc([N+](=O)[O-])c1,-20%,4%,0,0%,4%,?,0%,0%,-11%,-2%,0%
CCN[C@H]1CN(CCCOC)S(=O)(=O)c2sc(S(N)(=O)=O)cc21,nt,nt,-4,-8%,-9%,-2%,-1%,0%,12%,5%,-4%
CC(O)[C@H]1CC[C@H]2[C@@H]3CC[C@H]4C[C@@H](O)CC[C@]4(C)[C@H]3/C(=N/O)C[C@]12C (some centres not stated),nt,nt,8,-24%,0%,0%,-8%,6%,6%,5%,-1%
Cn1nc(-c2ccc(OCC(N)=O)cc2)c2ccccc2c1=O,1%,-13%,-2,8%[1.84 µM],19%,1%,4%,-3%,?,-2%,-2%
CCCCOc1ccccc1-c1ccccc1CN1[C@@H](C(C)C)COCCS1(=O)=O,nt,nt,nt,-54%,-5%,nt,14%,0%,-4%,nt,nt
O=C(CN1C(=O)CC(c2ccccc2)S(=O)(=O)c2ccccc21)NC1CCCC1 (configuration not stated),-1%,11%,?,2%,1%,-2%,-3%,-5%,-3%,-5%,0%
Cc1ccc(-c2nc(CS(=O)CC(=O)NCCC(C)C)c(C)o2)cc1 (configuration not stated),-6%,-10%,2,-2%,-10%,-2%,-4%,-1%,2%,-3%,2%
CC(C(=O)N1CCOCC1)c1ccc([N+](=O)[O-])cc1 (configuration not stated),16%,10%,-3,-5%,2%,1%,3%,1%,8%,-2%,1%
Cn1c(SCC(=O)NCC2CCCO2)nc2c(c1=O)SCC2 (configuration not stated),-10%,0%,0,-13%,1%,0%,16%,3%,8%,17%,18%
CCN(CC)c1ccc(NC(=O)c2cncc(Br)c2)cc1,2%,21%,?,?,7%,17µM*,?,-1%,-20%,?,?
CCOc1cc(/C=C2\NC(=O)NC2=O)cc([N+](=O)[O-])c1O,-2%,-14%,-7,0%,-3%,-10%,3%,?,-6%,2%,1%
CC1CCN(C2CC(=O)N(c3ccccc3)C2=O)CC1 (configuration not stated),?,?,-2,1%,0%,-2%,-1%,0%,10%,-1%,-5%
COC(=O)Cn1c(=O)c2c(nc3n2CC(C)CN3c2ccc(C)c(C)c2)n(C)c1=O (configuration not stated),5%,4%,22,0%,-7%,-1%,-5%,0%,-16%,-6%,-4%

# Arranged by SMILES length (falling): 8 of the compounds above
SMILES,Gal4-VP16 FLuc,RORgamma inh,TRPV1 agonist,BRCA1 expr act,ELG1 genotoxic,FLuc modulator,p53 reactivation,Tb PFK inh,ELG1 DNA repair,NPC1 prom act,Rab9 prom act
COC(=O)Cn1c(=O)c2c(nc3n2CC(C)CN3c2ccc(C)c(C)c2)n(C)c1=O (configuration not stated),5%,4%,22,0%,-7%,-1%,-5%,0%,-16%,-6%,-4%
CCCCOc1ccccc1-c1ccccc1CN1[C@@H](C(C)C)COCCS1(=O)=O,nt,nt,nt,-54%,-5%,nt,14%,0%,-4%,nt,nt
CN(C(=O)COC(=O)c1cccnc1Nc1ccccc1F)C1CCS(=O)(=O)C1 (configuration not stated),2%,?,2,57%,0%,-1%,11%,-3%,?,-1%,-1%
CC(C(=O)N1CCOCC1)c1ccc([N+](=O)[O-])cc1 (configuration not stated),16%,10%,-3,-5%,2%,1%,3%,1%,8%,-2%,1%
Cn1nc(-c2ccc(OCC(N)=O)cc2)c2ccccc2c1=O,1%,-13%,-2,8%[1.84 µM],19%,1%,4%,-3%,?,-2%,-2%
O=C(CSc1nc2ccccc2o1)c1ccc2c(c1)OCCO2,6%,18%,-6,90%,?,8.5µM*,?,0%,?,28%,?
N#Cc1cc2cc3c(cc2nc1N1CCCCC1)OCCO3,-1%,18%,3,?,?,4.3µM*,16%,3%,?,?,6.3µM*
Nc1ccc(N2CCCCC2)c2nonc12,3%,-28%,1,-20%,3%,-12%,-12%,14%,2%,-3%,7%

# Next part
SMILES,Gal4-VP16 FLuc,RORgamma inh,TRPV1 agonist,BRCA1 expr act,ELG1 genotoxic,FLuc modulator,p53 reactivation,Tb PFK inh,ELG1 DNA repair,NPC1 prom act,Rab9 prom act
OCC1(CCOc2ccccc2)CCN(CC2=Cc3cc(Cl)ccc3OC2)CC1,?,-26%,2,1%,-7%,-8%,0%,-1%,-14%,-1%,0%
Cc1ccc(NC(=O)CN(C)S(=O)(=O)c2cnc[nH]2)c(C)c1,4%,4%,-2,41%,0%[9.26 µM],-18%,7%,-3%,3%,3%,3%
CC(C)CCNC(=O)C1CCCN1C(=O)NC1CCCCC1 (configuration not stated),-9%,-20%,0,15%,-6%,6%,-3%,-5%,7%,-3%,-10%
CN(c1ccc(Cl)cc1)S(=O)(=O)c1nnc(NC(=O)C(C)(C)C)s1,2%,13%,4,-4%,-3%,2%,0%,-1%,-13%,-6%,-12%
